Compound activity as filed in PubChem BioAssay.
KCNQ2 block: KCNQ2 channel blockers in CHO-K1 cells – cell-based, FluxOR thallium flux, B-score, primary screen (AID 2156) | O88943 | 20 min; active compounds read low | B-score at 10 µM | hit rate 1.1% among 310,000;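 active = fluorescence ratio B-score at most minus 3 library SDs, with starting brightness B-score within 2 library SDs, cut at about -5.5 in these data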
CHT block: inhibitors of human choline transporter CHT; Q9GZV3; B-score at 10 µM; AID 488975; hit rate 0.86% among 310,000; CHT-expressing cells, membrane potential dye, choline response; active compounds read low;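 active = B-score over 3 SD under the library average, and starting fluorescence ratio not unusually high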;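 note: choline stimulus applied at its EC90 after an EC20 pre-addition; B-score computed on integrated fluorescence ratio after choline addition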
Target sequence (Q9GZV3 whole entry, looked up): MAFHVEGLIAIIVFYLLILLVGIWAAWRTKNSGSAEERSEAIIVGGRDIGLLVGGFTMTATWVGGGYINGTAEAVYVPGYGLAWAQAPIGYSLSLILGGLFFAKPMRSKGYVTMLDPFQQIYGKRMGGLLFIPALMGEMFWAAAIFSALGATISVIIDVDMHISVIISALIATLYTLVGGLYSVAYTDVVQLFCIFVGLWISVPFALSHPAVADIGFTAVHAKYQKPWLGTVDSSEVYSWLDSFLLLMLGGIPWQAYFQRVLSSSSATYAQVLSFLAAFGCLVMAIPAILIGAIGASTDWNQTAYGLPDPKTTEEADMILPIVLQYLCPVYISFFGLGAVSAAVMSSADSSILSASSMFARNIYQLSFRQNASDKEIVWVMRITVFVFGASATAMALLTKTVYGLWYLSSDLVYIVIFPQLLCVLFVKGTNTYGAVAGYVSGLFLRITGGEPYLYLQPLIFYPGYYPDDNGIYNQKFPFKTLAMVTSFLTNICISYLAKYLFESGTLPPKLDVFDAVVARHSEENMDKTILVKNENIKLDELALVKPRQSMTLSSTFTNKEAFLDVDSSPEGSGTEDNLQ
Starred values were filed as active, the others as inactive; i = inactive; . = no result given.

SMILES	KCNQ2 block	CHT block
COc1ccc(C(C(=O)NC2CCCC2)N(Cc2ccccc2)C(=O)c2snc(C(N)=O)c2N)cc1OC (stereo unspecified)	i	i
CCCCSc1nnc2c(n1)[nH]c1ccccc12	i	i
O=C1c2ccccc2C(Nc2ccc(S(=O)(=O)N3CCCCCC3)cc2)N1Cc1ccco1 (stereo unspecified)	i	i
c1ccc(-c2ccc(OCCCNC3CCCC3)cc2)cc1	i	i
COc1cccc(CNC(=O)CN(C)S(=O)(=O)c2cccc3cccnc23)c1	i	i
Cc1nn(C)c(C)c1CCC(=O)O	i	i
S=C(NCc1ccc(Cl)cc1Cl)NC1CCCCC1	i	i
COc1ccc(C(=O)CNc2ccc(C)cc2C)cc1	i	i
COc1cc(/C=C2/SC(=S)N(Cc3ccccc3)C2=O)cc(OC)c1O	i	i
CN(C)[C@@H](CO)c1nnc([C@H](CCC(=O)O)NC(=O)C2CCNCC2)o1	i	i
O=C1CC(=O)C(n2cncn2)C(c2ccc(Cl)cc2Cl)C1 (stereo unspecified)	i	i
CCCn1c(N)c(N(CCOC)C(=O)c2ccc(N(C)S(=O)(=O)c3ccc(C)cc3)cc2)c(=O)[nH]c1=O	i	i
NC(=O)c1ccc2c(=O)n3c(-c4cc(Cl)c(N)c(Cl)c4)csc3nc2c1	i	i
CCn1c2ccccc2c2c3ncc4cccn4c3ccc21	i	i
CC(=O)Oc1cccc(/C=c2\sc3nc(-c4ccco4)nn3c2=O)c1	i	i
Cc1ccc(/C=C2\SC(=S)N(c3cccnc3)C2=O)cc1	i	i
CCN1CN(Cc2ccco2)CNC1=S	i	i
CC(=O)OC1COC(OC2C(O)C(C)OC(OC3C(OC4CCC5(C)C(CCC6(C)C5CC=C5C7CC(C)(C)CCC7(C(=O)O)CCC56C)C4(C)CO)OCC(O)C3O)C2O)C(O)C1OC(C)=O (stereo unspecified)	.	i
COc1ccc(C2OC(=O)c3ccccc3S2)cc1 (stereo unspecified)	i	i
CS/C(=C\[N+](=O)[O-])Nc1ccc(Cl)cc1	i	i
COc1ccc(/C=N/NC(=O)CN(CCc2ccccc2)S(=O)(=O)c2ccc(NC(C)=O)cc2)cc1OC	i	i
Cc1ccc(NC(=O)NC(=S)NC(=O)c2ccccc2)cc1	i	i
CCOc1cc(S(=O)(=O)NC2CCCCCC2)ccc1F	i	i
COc1ccc(Cl)cc1NC(=O)CN(C)CC(=O)Nc1ccc(S(N)(=O)=O)cc1	i	i
O=C(CCCC(=O)NCC1CCCO1)NCC1CCCO1 (stereo unspecified)	i	i
O=C(O)c1cc2ccc3cccc4ccc(c1)c2c34	i	i
O=C(CSc1nnc(-c2cccnc2)o1)OC1CCCCC1	i	i
Cc1cc(-c2nc3ncccc3o2)ccc1NC(=O)CC(C)C	i	i
CCC(=O)NNc1nc2c(C)cccc2s1	i	i
Cc1ccc(-n2ccc(=O)c(C(=O)Nc3ccc(S(=O)(=O)Nc4nccs4)cc3)n2)cc1	i	i
O=C(Nc1cccc(C(F)(F)F)c1)OCc1ccncc1	i	i
O=C(O)C#Cc1cccc2ccccc12	i	i
Cc1ccc(S(=O)(=O)N(C)Cc2nc(-c3ccccn3)no2)cc1	i	i
O=C(Nc1cccc(Cl)c1)c1csc(-c2ccccc2)n1	i	i
O=C(c1cc(-c2ccncc2)nc2ccccc12)N1CCN(S(=O)(=O)/C=C/c2ccccc2)CC1	i	i
NC(=O)c1c(NC(=O)c2c(F)cccc2F)sc2c1CCN(Cc1ccccc1)C2	i	i
CCC(=O)N(C)CCc1cc2c(c(OC)c1/C=N/NC(=O)[C@H]1C[C@@H]1c1ccccc1)OCO2	i	i
CC1CCCCN1CCCNC(=O)CCCN1C(=O)c2cccnc2Sc2ccccc21 (stereo unspecified)	i	i
Cc1n[nH]c(=O)nc1N1CCN(c2ccccc2)CC1	i	i
O=C(Nc1nccs1)C1CC(=O)N(c2ccc(F)cc2)C1 (stereo unspecified)	i	i

Rewritten with the structure last: entries from further up.
KCNQ2 block	CHT block	Molecule
i	i	CCC(=O)N(C)CCc1cc2c(c(OC)c1/C=N/NC(=O)[C@H]1C[C@@H]1c1ccccc1)OCO2
i	i	CC1CCCCN1CCCNC(=O)CCCN1C(=O)c2cccnc2Sc2ccccc21 (stereo unspecified)
i	i	Cc1n[nH]c(=O)nc1N1CCN(c2ccccc2)CC1

The listing continues.
SMILES	KCNQ2 block	CHT block
CCNCC(=O)Nc1ccc(N2CCOCC2)cc1	i	i
COc1ccc(CNC(=O)CCNC(=O)N2CCn3c2nc2ccccc23)cc1	i	i
O=C(NN=C1CCCCCCCCCCC1)c1cccnc1	i	i
CC1=C(C(=O)Nc2ccccc2C)C2(CCCCC2)C(C(N)=O)C(=S)N1 (stereo unspecified)	i	i
CCCNC(=O)CCc1nnc2ccc(N3CCC(C)CC3)nn12	i	i
COc1ccccc1C(=O)NC(=S)NNC(=O)c1sc2ccccc2c1Cl	i	-7*
N#C/C(=C/c1ccc(N2CCCCC2)cc1)c1cccc(F)c1	i	i
CNc1nc(SCc2ccccc2Cl)nc2c1CCCC2	i	i
COc1ccc(Nc2oc(-c3ccc(OC)cc3)nc2C#N)cc1	i	i
COc1ccc(NC(=O)Nc2cc3oc4ccccc4c3cc2OC)cc1	i	i

3 structures out of the list, sorted by formula weight, smallest number first:
SMILES	KCNQ2 block	CHT block
CCCNC(=O)CCc1nnc2ccc(N3CCC(C)CC3)nn12	i	i
COc1ccc(CNC(=O)CCNC(=O)N2CCn3c2nc2ccccc23)cc1	i	i
COc1ccccc1C(=O)NC(=S)NNC(=O)c1sc2ccccc2c1Cl	i	-7*

The list continues:
SMILES	KCNQ2 block	CHT block
CN(C)c1ccc(/C=C(\C#N)C(=O)NCc2ccco2)cc1	i	i
COc1cc(CN2CCN(c3ncccn3)CC2)cc(OC)c1	i	i
O=C(NCc1ccc(Cl)cc1)c1ccc(CNc2c(N3CCOCC3)c(=O)c2=O)cc1	i	i
Cc1ccc2nc(/N=C(\N)NC(=O)NC3CCCCC3)nc(C)c2c1	i	i
CCN(CC)CCN1C(=O)c2ccccc2NC1c1ccc(C)cc1 (stereo unspecified)	i	i
O=C(/C=C/c1ccccc1)Nc1nnc(-c2ccco2)o1	i	i
Cc1nc2c(ccc3nc(NC(=O)c4ccc5c(c4)OCCO5)sc32)s1	i	i
O=c1[nH]c(CSc2nnc(-c3ccccc3)n2C2CCCCC2)nc2ccccc12	i	i
O=C(CCCCn1c(=O)c2ccccc2n(Cc2ccc(F)cc2)c1=O)NCc1ccco1	.	i
Cc1ccc(C(=O)CSC2=C(C#N)C(c3ccco3)CC(=O)N2)c(C)c1 (stereo unspecified)	i	i
Cn1c(Cn2c(=O)sc3ccccc32)nnc1SCc1ccc(F)cc1	i	i
O=C(O)CC/C(=C\c1ccc(N2CCOCC2)c([N+](=O)[O-])c1)c1nc2ccccc2s1	i	.
CCCn1c(SCC(=O)N2CCc3ccccc3C2)nc2c1c(=O)n(C)c(=O)n2C	i	i
O=C(NCC1CCCO1)c1ccc2c(=O)n(-c3ccc(F)cc3)c(=S)[nH]c2c1 (stereo unspecified)	i	i
Oc1ccccc1C1=NCCNC(C(F)(F)C(F)F)=C1	i	i
O=C(NCCS(=O)(=O)NCCCc1ccccc1)c1ccccc1	i	i
Cc1ccc(S(=O)(=O)N2CCOCC2)cc1C(=O)Nc1c(C)n(C)n(-c2ccccc2)c1=O	i	i
CN(C)CCCN(C(=O)CCSc1ccccc1)c1nc2cc3c(cc2s1)OCO3	i	i
Cc1ccc2nc(SCC(=O)c3ccccc3)nc(=O)n2c1	i	i
COc1cc(/C=N/N=C(N)N)ccc1OCc1ccccc1Cl	-10*	i
C=CCNC(=O)c1cc2nc(C3CC3)cc(C(F)F)n2n1	i	i
Cc1ccnn1CC(=O)N/N=C/c1ccc([N+](=O)[O-])s1	i	i
O=C1c2ccccc2C(O)N1Cc1ccc2c(c1)OCO2 (stereo unspecified)	i	i
CC1CCN(S(=O)(=O)c2ccc(NC(=O)Cc3cccs3)cc2)CC1	i	i
Cc1c(NC(=O)/C(C#N)=C/c2c(Oc3ccccc3)nc3ccccn3c2=O)c(=O)n(-c2ccccc2)n1C	i	i
O=c1nc2c(O)cccn2c2c1c(=O)[nH]c1ccccc12	i	.
CC1CN(C(=O)COc2ccc3ccccc3c2Br)CC(C)O1 (stereo unspecified)	i	i
CCN1C(=O)C(CC(=O)Nc2ccc(F)cc2)N(CCc2ccc(OC)cc2)C1=S (stereo unspecified)	-6.7*	i
O=C(Nc1ccc(F)cc1)Nc1ccccc1NS(=O)(=O)c1cccs1	i	-5.3*
CC1(C(=O)NC2CCCCCCC2)CCC(=O)N1CCN1CCOCC1 (stereo unspecified)	i	i
Cc1ccc(S(=O)(=O)Nc2ccccc2CNc2ncc(Br)cc2Br)cc1	i	i
CCCCNC(=O)CSc1nc2cc3c(cc2c(=O)n1CCCN(CC)CC)OCO3	i	i
COc1ccc2c(c1OC)c(=O)n1c3ccc(OC(C)C(=O)NCCN4CCOCC4)cc3c3ccnc2c31 (stereo unspecified)	i	i
Nc1ccccc1Sc1c[nH]c2ccccc12	i	i
O=C(c1nnc(Cc2ccc(Cl)cc2)o1)N1CCOCC1	i	i
CN(C)/C=C1/NC(=S)NC1=O	i	i
CCCN(Cc1cc2ccc(C)cc2[nH]c1=O)C(=O)c1cccnc1	i	i
COc1ccc(C(=O)NNC(=O)CCn2nnc(-c3ccc(Cl)cc3)n2)cc1OC	i	i
O=C(NNS(=O)(=O)Cc1ccccc1)c1ccc([N+](=O)[O-])cc1	i	i
CCc1cccc(OCCCCNCCCOC)c1	i	i

An excerpt taken from the entries so far, as a working copy:
SMILES	KCNQ2 block	CHT block
CCCN(Cc1cc2ccc(C)cc2[nH]c1=O)C(=O)c1cccnc1	i	i
COc1ccc(C(=O)NNC(=O)CCn2nnc(-c3ccc(Cl)cc3)n2)cc1OC	i	i
O=C(NNS(=O)(=O)Cc1ccccc1)c1ccc([N+](=O)[O-])cc1	i	i
CCc1cccc(OCCCCNCCCOC)c1	i	i

More entries
SMILES	KCNQ2 block	CHT block
Cc1cc(NC(=O)CSc2ncnc3sccc23)no1	i	i
COc1cc(CCC(=O)Nc2ncc(C)s2)cc(OC)c1OC	i	i
CCOC(=O)c1cc(OCC(=O)NC(C)C(C)C)cc(C(=O)OCC)c1 (stereo unspecified)	i	i
O=C(Nc1nnc(C2CC2)s1)c1ccc(Cl)c(S(=O)(=O)N2CCc3ccccc3C2)c1	i	i
O=C(CSCc1cc(=O)n2nc(C3CC3)sc2n1)Nc1ccccc1Cl	i	i
Cc1onc(C(=O)NN)c1C(=O)N1CCN(C(c2ccccc2)c2ccccc2)CC1	i	i
NCCCC[C@@H]1NC(=O)[C@H](CCC(=O)O)NC(=O)c2cc([N+](=O)[O-])cc(I)c2NCC[C@@H](C(N)=O)NC1=O	i	i
COc1cc(NC(=O)CSc2nc(C3CC3)nc3ccccc23)cc(OC)c1	i	i
O=C1Nc2ccccc2/C1=C\c1cccn1-c1ccc(OC(F)(F)F)cc1	i	i
C=CCSc1nc2ccccc2n1C(=O)/C=C/c1cc(OC)c(OC)c(OC)c1	i	i
O=c1[nH]c(/C(=N\O)c2ccccc2)no1	i	i
O=C(NCCCN1CCOCC1)C(=O)NCC1OCCCN1S(=O)(=O)c1cc(F)ccc1F (stereo unspecified)	i	i
O=C(NCc1ccc(F)cc1F)Nc1cnccc1C(F)(F)F	i	i
COC(=O)/C=C/c1c(C)nc(NCc2ccccc2)nc1Cl	i	i
Cc1ccc(C(=O)N[C@H](C(=O)OCC(=O)Nc2cccc(S(N)(=O)=O)c2)C(C)C)cc1	i	i
Cc1cccc(NC(=O)/C=C/c2cccs2)n1	i	i
C/C(=N/Nc1nc(-c2ccccc2F)nc2ccccc12)c1ccccc1O	i	i
CCCOc1ccc(CSC(CC(=O)O)C(=O)O)cc1 (stereo unspecified)	i	i
C=C1C(=O)O[C@H]2C[C@]3(C)C([C@@H](OC(=O)/C(C)=C/C)[C@H]12)[C@](C)(O)CC[C@H]3O (stereo partly specified)	i	i
CCCC1(C(=O)OCC)NC(c2ccc(N(C)C)cc2)C2C(=O)N(c3ccc4c(c3)OCCO4)C(=O)C21 (stereo unspecified)	.	i
CCN(C(=O)CN1CCN(c2ccccc2O)CC1)c1c(N)n(Cc2ccccc2)c(=O)[nH]c1=O	i	i
O=C(c1ccc(Br)o1)N1N=C(c2ccc(Cl)cc2)CC1c1ccco1 (stereo unspecified)	i	i
Cn1nc(C(=O)N2CCCC2)c2ccccc2c1=O	i	i
Cc1noc2ncnc(Oc3ccc(C(C)(C)C)cc3)c12	i	i
O=c1[nH]c(/C=C\c2cccc(Cl)c2)nc(O)c1[N+](=O)[O-]	i	i
Cc1cc(C)cc(N(CCC(=O)O)S(=O)(=O)c2ccc(Cl)cc2)c1	i	i
Cc1ccc(S(=O)(=O)Oc2ccc(/C=N/NC(=O)c3cccnc3)cc2)cc1	i	i
COc1ccc(OC)c(C2CC(=O)Nc3c2c(=O)[nH]c2ncnn32)c1 (stereo unspecified)	i	i
O=C(Nc1cccc([N+](=O)[O-])c1)c1ccc2c(c1)OCCO2	i	i
COC(=O)c1ccccc1NC(=O)CN(CCc1ccccc1)S(C)(=O)=O	i	i
CCOc1ccc(N(C(C)C(=O)NC2CCCCCC2)S(C)(=O)=O)cc1 (stereo unspecified)	i	i
Cc1ccccc1NC(=O)c1c2c(nc3ccccc13)CCC2	-6.9*	i
CCCC(C(=O)NC1CCCC1)N(C(=O)Cn1nnc(-c2ccc(C)o2)n1)c1ccccc1F (stereo unspecified)	i	.
N#C/C(=C/c1ccc(N2CCOCC2)o1)c1ccc(Cl)cc1	i	i
CCOc1ccc(NC(=O)CC(=O)Nc2ccc(OCC)cc2)cc1	i	i

Rows are unselected (roughly 1.9% active in at least one column).
